Assay outcomes (PubChem)
STAT3 activator – STAT3 signaling activation; U3A cells, IL-6 STAT3-luciferase reporter, luminescence; 100% = signal with IL-6 EC80 alone; activation (% of control), % at 5.6 µM; hit rate 0.91% among 190,000; AID 871;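 active = activation above the screen-wide mean of compound activation plus 3 SD, cut at about 130% in these data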;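 also: 0% = background luminescence of wells with medium and substrate only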
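Test system: Human STAT1-deficient U3A cells with stable STAT3-luciferase reporter | Also added: Interleukin-6, 33 ng/mL | Timing: Compound pre-incubation 1 h before IL-6, then 6 h stimulation at 37 °C | Technique: Luciferase reporter luminescence | Read-out: Percent of IL-6-only median luminescence | Benchmarks: IL-6-only wells as 100% reference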
ROMK mod – modulators of human ROMK potassium channel; B-score at 10 µM; P48048; AID 1918; Tet-inducible ROMK, thallium flux fluorescence; actives lie on both sides; hit rate 2% among 130,000;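 active = signal ratio slope over the read window, or its plate-corrected B-score, at least 3 SD from the plate mean, either direction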;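 also: B-score of the F/F0 ratio slope over 7 to 12 s after thallium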
Target sequence (P48048 whole entry, looked up): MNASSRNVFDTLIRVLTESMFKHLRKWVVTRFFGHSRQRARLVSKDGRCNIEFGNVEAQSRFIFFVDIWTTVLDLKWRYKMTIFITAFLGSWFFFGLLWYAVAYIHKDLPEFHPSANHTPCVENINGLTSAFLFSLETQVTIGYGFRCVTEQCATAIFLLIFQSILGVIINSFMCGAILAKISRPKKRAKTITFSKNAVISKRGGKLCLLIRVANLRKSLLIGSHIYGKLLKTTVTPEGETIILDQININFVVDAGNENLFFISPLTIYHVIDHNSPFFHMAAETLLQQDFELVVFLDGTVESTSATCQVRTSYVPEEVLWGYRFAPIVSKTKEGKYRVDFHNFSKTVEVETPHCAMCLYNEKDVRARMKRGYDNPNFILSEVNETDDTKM
NF-kB neuron act – compounds increasing NF-kB expression in human neuronal cells. fold change at 12.5 µM. AID 1239. NF-kB reporter expression; active compounds read high. hit rate 1.6% among 190,000; in the data active = fold change above about 3.3
APP 5'UTR act – APP 5'UTR luciferase reporter activation; AID 1276; activation, % at 2 µM; SH-SY5Y APP 5'UTR luciferase reporter, luminescence; zero percent = DMSO vehicle wells; hit rate 1% among 190,000;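 active = activation above a set limit, based on mean plus 3 SD of controls, cut at about 140% in these data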; also: values of inactives mirror those of a sister screen read the other way
STAT1 activator – activators of IFN-gamma induced STAT1 signaling. NIH 3T3 STAT1-luciferase reporter, luminescence; 100% = IFN-gamma alone, no compound. hit rate 2.6% among 200,000. activation (% of control), % at 5.5 µM;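 active = activation above the screen-wide mean activation plus 3 SD, cut at about 130% in these data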;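 also: raw ratio to IFN-gamma control signal so 100% means no change and 0% no light; values of inactives mirror those of a sister screen read the other way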
FLuc inh counter – inhibits firefly luciferase, flagging false hits in luciferase inhibition screens. ATPLite firefly luciferase biochemical luminescence, 10 min. AID 1006. P08659. inhibition, % at 10 µM. hit rate 1.5% among 200,000;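 active = inhibition above about 50% when tested at 10 µM, limit read from the data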
STAT1 inh – STAT1 signaling inhibition | NIH 3T3 STAT1-luciferase reporter, IFN-gamma, luminescence | hit rate 0.35% among 200,000 | AID 920 | inhibition, % at 5.5 µM;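 active = inhibition above a set limit, the mean inhibition across all tested compounds plus 3 SD, cut at about 34% in these data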;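 also: 0% = IFN-gamma with DMSO and 100% = IFN-gamma with 300 µM nifuroxazide; values of inactives mirror those of a sister screen read the other way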
APP 5UTR inh – APP translation inhibition; SH-SY5Y APP 5'UTR-luciferase reporter, luminescence; inhibition, % at 2 µM; hit rate 0.82% among 190,000;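 active = inhibition above a set limit, derived from the sample mean plus 3 SD, cut at about 45% in these data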; also: values of inactives mirror those of a sister screen read the other way
STAT3 inh – reduces IL-6 driven STAT3 reporter signal. U3A cells, IL-6 STAT3-luciferase reporter, luminescence; host cell line lacks STAT1. inhibition, % at 5.5 µM. hit rate 0.89% among 190,000. AID 862;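 active = inhibition above the mean inhibition across all screened compounds plus 3 SD, cut at about 44% in these data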;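 also: 0% = DMSO only wells and 100% = 100 µM nifuroxazide control wells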
FLuc act counter – affects firefly luciferase, flagging false hits in luciferase stimulation screens; 200,000 tested, under 10 active; AID 1027; activation factor at 10 µM; ATPlite luciferase biochemical, luminescence, 10 min; 0 = ATP-free wells, 1 = DMSO control;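 active = luciferase activation factor, scaled between plate controls, of at least 2 with compound at 10 µM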
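Material: Luciferase/luciferin reagent mix; Doses: test compounds dosed from 2 mM stocks in 100% DMSO; Schedule: 10 min incubation after luciferase reagent addition, room temperature; Measured by: luminescence from luciferase reaction; Read-out: luminescence gain marking luciferase activators.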
* hit, by the source's call; · = no result given. Rows are unselected. Share with any hit: about 7.1%.

smiles	STAT3 activator	ROMK mod	NF-kB neuron act	APP 5'UTR act	STAT1 activator	FLuc inh counter	STAT1 inh	APP 5UTR inh	STAT3 inh	FLuc act counter
N#CC1=C(SCC(=O)c2ccc(Br)cc2)NC2=C(C(=O)CCC2)C1c1ccco1 (configuration not stated)	98	1.2	1.9	-67	90	2	10	67*	9	1
COc1ccc(C(=O)Nc2ccc(C)c(S(=O)(=O)N3CCCCCC3)c2)cc1	83	-0.037	0.64	-12	88	-7	13	12	25	1.1
COc1ccc2nc(-c3ccccc3)[nH]c2c1	74	-0.16	5.5*	178*	153*	74*	-45	-178	34	0.3
O=S(=O)(Cc1ccccc1)N1CCC(N2CCN(c3ccccc3)CC2)CC1	97	·	0.93	-20	95	-4	5	20	10	1
COc1ccccc1/C(O)=C(\C#N)c1nc2ccccc2[nH]1	101	0.15	0.9	9	96	1	3	-9	2	1
CCc1cc2c(SCC(=O)Nc3ccc(Cl)cn3)ncnc2s1	103	-1.1	1.1	-4	92	-3	8	4	-3	1
O=S(=O)(NN=C1CCCCCCC1)c1ccc(Br)cc1	100	-1.4	1	14	90	-4	5	-14	1	1
COc1cc2c(cc1OC)C(C)N(C(=S)NC(=O)c1ccccc1)CC2 (configuration not stated)	98	·	0.78	-8	82	-4	17	8	10	1
N#Cc1c(NC(=O)/C=C/c2ccco2)sc2c1CCCC2	154*	·	0.89	-93	174*	5	-81	93*	-67	0.9
O=C(CSc1nc2ccc(Cl)cc2[nH]1)Nc1ccc2c(c1)CCC2	98	·	0.91	11	98	3	2	-11	-3	1
CC(C)(C)OC(=O)N/N=C\C=C\c1ccc2c(c1)OCO2	103	0.64	1.1	·	158*	24	-66	·	-3	0.8
CCOc1cc(/C=C/C(=O)O)ccc1OCCO	104	-0.16	1.1	5	104	-5	-6	-5	0	1.1
CCc1cc2c(=O)[nH]cnc2s1	102	-0.28	1.1	17	94	-7	7	-17	1	1.1
Cc1ccc(-c2cc(-c3ccc(C)o3)nc(N)c2C#N)cc1	93	·	1.1	7	97	0	3	-8	9	1
Clc1ccc2nc(CN3CCCCC3)cn2c1	97	0.29	1.2	11	103	1	-3	-11	8	1
Cc1ccc(CNC(=O)C2CCCN(S(=O)(=O)c3c(C)[nH]c(=O)[nH]c3=O)C2)cc1 (configuration not stated)	103	0.66	1.2	-5	91	-3	9	5	1	1
O=C(O)Cc1sc(-c2ccc(Cl)cc2)nc1-c1ccccc1	106	·	1	2	99	0	1	-2	-1	1
Cc1cccnc1CN1CCN(C(=O)c2cc(COc3ccc4ncccc4c3)on2)CC1	63	-2.1	0.65	-10	67	-6	36*	10	46*	1.1
CCc1nnc(NC(=O)c2csc3c2CCC(C)C3)s1 (configuration not stated)	105	-0.47	1.1	145*	97	-5	3	-145	0	1.1
O=C(Nc1c(-c2ccccc2)nc2ccccn12)c1ccco1	96	·	0.82	30	98	-6	2	-30	9	1.1
CC(=O)NC1CC2CCCC(C1)N2S(=O)(=O)c1ccccc1 (configuration not stated)	111	0.024	1.1	-25	94	1	7	25	-9	1
CC(=O)c1ccc(N2CCN(CC(=O)Nc3cc(C)on3)CC2)cc1	99	-0.38	1.3	33	102	-4	-3	-33	8	1
COc1cc(-c2nc3ccc(C)cn3c2Nc2ccc3c(c2)OCCO3)ccc1O	105	-2	0.53	3	104	-4	-5	-3	4	1
Cc1cc(-c2nnc(CCC(=O)NC(C)c3ccc(F)cc3)o2)no1 (configuration not stated)	87	0.029	1.4	15	100	-6	0	-14	20	1.1
O=C(C1=C(O)C(=O)N(Cc2ccco2)C1c1ccccc1F)c1cccs1 (configuration not stated)	95	0.56	1.1	11	92	-6	9	-10	12	1.1
CCOC(=O)C1(CCCc2ccccc2)CCN(C(=O)CCN2CCCCC2=O)CC1	101	0.013	1.3	18	78	-7	22	-18	1	1.1
CC(C)CC(=O)NC(=S)N1CCCCCC1	101	·	1.2	·	99	-6	1	·	4	1.1
Cc1cccc(C)c1NC(=O)C1c2cccc[n+]2CC(=O)N1Cc1cccs1 (configuration not stated)	104	-0.38	1.1	5	100	-4	-1	-5	-3	1
Cc1ccc2sc(NNC(=O)c3ccc4c(c3)OCCO4)nc2c1C	110	0.49	1	4	104	-6	-4	-4	-12	1.1
Cc1cccc(NC(=S)NNC(=O)c2ccccc2OC(F)F)c1	97	-0.01	1.2	3	96	-2	5	-3	9	1
Oc1ccc(-c2cn3c(n2)SCC3)cc1	99	0.29	1.7	-3	102	6	-2	3	7	0.9
O=C(/C(=N\O)n1cncn1)c1ccc(Br)cc1Br	101	0.0056	1	-2	102	2	-5	2	4	1
COc1ncnc2sc3c(c12)CCCC3	104	-0.24	1	14	98	-3	2	-14	2	1
CCOc1ccc(N2C(=O)CS/C2=N/NC(=O)COc2ccc3ccccc3c2)cc1	92	·	0.84	-12	104	-8	-5	12	11	1.1
COc1cc(NS(=O)(=O)c2ccc(C)cc2)c2ncccc2c1	105	·	0.2	-22	98	-8	4	22	1	1.1
CCOC(=O)c1cccc(-n2c(C)nc3ccccc3c2=O)c1	93	-0.29	1.3	-1	103	-3	-3	1	14	1
O=C(CSc1nnc(CNC(=O)c2c(F)cccc2Cl)o1)Nc1ccc2c(c1)OCO2	94	-0.9	1.1	8	90	2	11	-8	9	1
COC(=O)c1cc(=O)nc2sc(-c3cccs3)nn12	107	·	1.2	0	101	-1	-1	0	-6	1
O=C(Nc1ccc2c(c1)nc1n2CCOC1)C1CCCCC1	101	0.79	1.8	7	118	14	-19	-7	6	0.9
CCOc1ccc(CC2S/C(=N/N=C/c3ccco3)NC2=O)cc1 (configuration not stated)	93	-1.2	1.4	1	102	4	-3	-1	19	1
COc1cc([C@H](Cc2ccccc2)NC(C)=O)oc(=O)c1	·	·	0.94	-3	97	-5	2	3	·	1
Cc1nc(SCc2ccccc2)c([N+](=O)[O-])[nH]1	99	·	1.2	-16	96	11	5	16	2	0.9
Cc1ccc(Cc2cnc(NC(=O)C3CCCO3)s2)cc1 (configuration not stated)	102	·	4.5*	145*	135*	14	-39	-145	-2	0.9
Cc1ccc2cccc(S(=O)(=O)Nc3c(C)n(C)n(-c4ccccc4)c3=O)c2n1	100	·	1.1	17	96	-3	4	-17	3	1

Gathered by group, the entries above containing a halogen
smiles	STAT3 activator	ROMK mod	NF-kB neuron act	APP 5'UTR act	STAT1 activator	FLuc inh counter	STAT1 inh	APP 5UTR inh	STAT3 inh	FLuc act counter
N#CC1=C(SCC(=O)c2ccc(Br)cc2)NC2=C(C(=O)CCC2)C1c1ccco1 (configuration not stated)	98	1.2	1.9	-67	90	2	10	67*	9	1
CCc1cc2c(SCC(=O)Nc3ccc(Cl)cn3)ncnc2s1	103	-1.1	1.1	-4	92	-3	8	4	-3	1
O=S(=O)(NN=C1CCCCCCC1)c1ccc(Br)cc1	100	-1.4	1	14	90	-4	5	-14	1	1
O=C(CSc1nc2ccc(Cl)cc2[nH]1)Nc1ccc2c(c1)CCC2	98	·	0.91	11	98	3	2	-11	-3	1
Clc1ccc2nc(CN3CCCCC3)cn2c1	97	0.29	1.2	11	103	1	-3	-11	8	1
O=C(O)Cc1sc(-c2ccc(Cl)cc2)nc1-c1ccccc1	106	·	1	2	99	0	1	-2	-1	1
Cc1cc(-c2nnc(CCC(=O)NC(C)c3ccc(F)cc3)o2)no1 (configuration not stated)	87	0.029	1.4	15	100	-6	0	-14	20	1.1
O=C(C1=C(O)C(=O)N(Cc2ccco2)C1c1ccccc1F)c1cccs1 (configuration not stated)	95	0.56	1.1	11	92	-6	9	-10	12	1.1
Cc1cccc(NC(=S)NNC(=O)c2ccccc2OC(F)F)c1	97	-0.01	1.2	3	96	-2	5	-3	9	1
O=C(/C(=N\O)n1cncn1)c1ccc(Br)cc1Br	101	0.0056	1	-2	102	2	-5	2	4	1
O=C(CSc1nnc(CNC(=O)c2c(F)cccc2Cl)o1)Nc1ccc2c(c1)OCO2	94	-0.9	1.1	8	90	2	11	-8	9	1
